Screens from PubChem.
GPT2 inh: GPT2 alanine aminotransferase inhibition; Q8TD30; Potency, µM (series often up to 57.7 µM), for inactives: at the top dose activity change, negative = inhibition, usual class: inhibitors; AID 1671188; actives 0.25% (n = 100,000); Recombinant GPT2, coupled pyruvate oxidase/HRP Amplex Red fluorescence; also: potency is read from the fitted curve at half-maximal effect; nearly all actives have a fitted effect of over 60% in size; many of its hits are not listed in these tables
Target sequence (Q8TD30 whole entry, looked up): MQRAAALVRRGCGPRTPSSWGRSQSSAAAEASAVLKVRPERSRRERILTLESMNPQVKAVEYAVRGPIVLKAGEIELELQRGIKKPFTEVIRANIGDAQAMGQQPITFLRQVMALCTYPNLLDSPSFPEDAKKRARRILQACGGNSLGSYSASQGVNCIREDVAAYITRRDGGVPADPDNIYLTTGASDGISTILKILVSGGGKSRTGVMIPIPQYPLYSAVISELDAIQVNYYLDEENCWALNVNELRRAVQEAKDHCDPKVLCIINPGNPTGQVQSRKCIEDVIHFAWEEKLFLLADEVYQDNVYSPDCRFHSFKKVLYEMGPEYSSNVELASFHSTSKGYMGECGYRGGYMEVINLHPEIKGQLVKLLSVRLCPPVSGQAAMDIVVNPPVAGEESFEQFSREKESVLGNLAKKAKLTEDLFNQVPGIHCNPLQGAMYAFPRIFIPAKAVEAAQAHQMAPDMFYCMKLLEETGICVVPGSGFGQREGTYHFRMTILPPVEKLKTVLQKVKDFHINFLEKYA
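Fluorescence of coupled pyruvate oxidase/HRP/Amplex Red system (50uM Amplex, 30 min, dark) reports pyruvate formed by GPT2. Enzyme reaction: 10ng/uL GPT2, 2mM L-alanine, 250uM a-KG, 30 min room temperature, pH 7.5; 50uM AOA control.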
IP6K1 inhibitor: IP6K1 kinase inhibition. Q92551. IP6K1 kinase, ADP-Glo luminescence, 2 h; active compounds read low. activity change, % (series mostly up to about 58 µM). actives 0.81% (n = 140,000); in the data active = activity change below about -25%
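ADP-Glo luminescence measures ADP made by human IP6K1 during a 2 h RT reaction with ATP/IP6 (mix at 1.3 mM/130 uM); top library doses 57.5 and 19.1 uM final.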
SNCA expr inhib: inhibitors of alpha-synuclein (SNCA) gene expression | Potency, µM (titrated, usually from 57.2 µM), inactives show at the highest dose activity change, negative = inhibition, usual class: inhibitors | HEK-293 SNCA-luciferase knock-in, luminescence, 24 h | actives 0.17% (n = 140,000);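 also: potency is read from the fitted curve at half-maximal effect; plate controls were DMSO cells for no effect and cell-free wells for full effect; nearly all actives have a fitted effect of over 45% in size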
HEK293 viab: counter-screen for SNCA expression inhibitors: cell viability. HEK-293-SNCA-luc viability, GF-AFC fluorescence, 24 h. Potency, µM (doses to about 57.1 µM), inactives show top-dose activity change, negative = cytotoxicity, most hits filed as cytotoxic. actives 0.12% (n = 150,000). AID 1671193;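 also: potency is read from the fitted curve at half-maximal effect; 0% = DMSO-treated cells and -100% = medium-only wells without cells; nearly all actives have a fitted effect of over 30% in size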
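HEK-293-SNCA-luc cells (1500/well) plated 24 h, then exposed 24 h to a dilution series; GF-AFC added 30 min at 37C, fluorescence 405/540 nm; normalised to medium-only and DMSO wells, Hill fit.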
FLuc inh: Photinus pyralis luciferase inhibition. P08659. purified P. pyralis luciferase, luminescence, biochemical. Potency, µM (highest dose often 115 µM), inactives show at the highest dose activity change, negative = inhibition, hits mostly inhibitors. actives 2.5% (n = 76,000). AID 1347043; also: potency is read from the fitted curve at half-maximal effect; nearly all actives have a fitted effect of over 65% in size
Target sequence (P08659 whole entry, looked up): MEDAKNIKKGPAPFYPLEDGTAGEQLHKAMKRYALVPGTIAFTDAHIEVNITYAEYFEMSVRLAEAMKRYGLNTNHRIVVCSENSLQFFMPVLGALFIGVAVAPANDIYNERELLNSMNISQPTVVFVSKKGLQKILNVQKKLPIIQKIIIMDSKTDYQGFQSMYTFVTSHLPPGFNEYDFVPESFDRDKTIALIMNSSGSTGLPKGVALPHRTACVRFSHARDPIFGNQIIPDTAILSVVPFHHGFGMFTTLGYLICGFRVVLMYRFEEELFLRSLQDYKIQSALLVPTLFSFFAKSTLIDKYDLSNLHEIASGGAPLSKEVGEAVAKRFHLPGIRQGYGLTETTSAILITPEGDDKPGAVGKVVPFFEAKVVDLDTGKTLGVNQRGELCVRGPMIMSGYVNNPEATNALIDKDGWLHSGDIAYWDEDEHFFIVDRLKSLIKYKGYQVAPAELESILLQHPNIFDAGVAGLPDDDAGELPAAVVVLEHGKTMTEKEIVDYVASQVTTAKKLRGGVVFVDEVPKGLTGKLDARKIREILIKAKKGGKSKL
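FLuc 10nM, D-luciferin 10uM, ATP 10uM, Mg acetate 10mM, Tris acetate pH 7.5, Tween/BSA; cpd qHTS; enzyme added last; CCD luminescence.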
NIH3T3 tox: NIH 3T3 cell cytotoxicity | NIH 3T3 viability, CellTiter-Glo ATP luminescence, 48-72 h | Potency, µM (highest dose often 96.7 µM), for inactives: at the highest dose activity change, negative = cytotoxicity, hits mostly inhibitors | actives 4.3% (n = 94,000) | AID 1345082; also: potency is read from the fitted curve at half-maximal effect; nearly all actives have a fitted effect of over 55% in size
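ATP-dependent luminescence (CellTiter-Glo) served as the viability signal for NIH 3T3 cells treated with compound for 48 or 72 hr at 37 °C.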
HEK293 tox: cytotoxic compounds in HEK 293 cells | AID 1345083 | Potency, µM (top dose mostly 115 µM), without a hit: at the top dose activity change, negative = cytotoxicity, usual class: inhibitors | actives 6.6% (n = 94,000) | HEK 293 viability, ATP luminescence (CellTiter-Glo), 48-72 h; also: potency is read from the fitted curve at half-maximal effect; nearly all actives have a fitted effect of over 60% in size
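Luminescence from cellular ATP, measured with CellTiter-Glo, indicates HEK 293 viability. Cells plated at 250 cells/well are treated with compound for 48 or 72 hr at 37 degree Celsius before reagent addition.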
Numbers without * were called inactive; i = inactive; ? = inconclusive; · = no result given; & = joins results of further samples; [ ] = remark or other dose. Unless noted, calls follow the shape of the dose curve; as a rule, active = well fitted curve in the direction sought with a large enough effect; inconclusive = small, poorly fitted or top-dose-only effect, or another doubt; inactive = no such curve, though single readings can be large; an effect the other way counts as inactive or inconclusive. Unless noted, % is scaled to controls: 0 for no effect and ±100 for the full control effect. Some of the compounds tested. The share of hits here may be higher or lower than overall.

SMILES	GPT2 inh	IP6K1 inhibitor	SNCA expr inhib	HEK293 viab	FLuc inh	NIH3T3 tox	HEK293 tox
CCCc1ccc(OC(C)c2nc(-c3ccc(-n4cccc4)cc3)no2)cc1 (configuration not stated)	·	20	0%	4%	·	·	·
O=C(c1cccc(Cl)c1)N1CCCN(c2ccc3nnc(C4CC4)n3n2)CC1	·	11	·	·	·	-24%	-7%
CCCS(=O)(=O)NCC1Cn2cccc2C(=O)N1CCOC (configuration not stated)	i	12	9%	-3%	0%	-5%	-12%
COC(=O)c1ccc(NC(=O)CCc2c(C)nc3c(-c4ccccc4)c(C)nn3c2C)cc1	·	18	5%	9%	·	·	·
COCc1cc(=O)n(CC(=O)Nc2ccc(C)cc2)c(N2CCOCC2)n1	3%	19	-2%	-7%	9%	-7%	7%
CCc1ccccc1NC(=O)Cn1c(=O)n(-c2ccccc2)c(=O)c2oc3ccccc3c21	·	28	9%	-11%	·	·	·
CS(=O)(=O)N1CCC(C2CCN(C(=O)c3ccc4nc[nH]c4c3)C2)CC1 (configuration not stated)	i	11	24%	-8%[12.5 µM]	4%	-10%	-1%
O=C(CCC1CCCN(S(=O)(=O)c2ccccc2)C1)N1CCCCC1 (configuration not stated)	-18%	11	5%	-7%	5%	-17%	?
N#Cc1cccc(CN2C[C@H](O)C[C@H]2c2nc(CS(=O)(=O)c3ccc(F)cc3)no2)c1	2%	-12	11%	0%	-9%	?	?
O=C(C1CCCN(S(=O)(=O)c2cccc3nsnc23)C1)N1CCN(c2ccccc2)CC1 (configuration not stated)	·	-23	-14%	-14%	·	·	·
COc1ccccc1N1CCN(C(=O)CCn2ccc(=O)[nH]c2=O)CC1=O	-1%	6	9%	-10%	-9%	-12%	-7%
NC(=O)c1ncn([C@@H]2O[C@H](CO)[C@@H](O)[C@@H]2O)c1O	-10%	·	21%	-3%	·	·	·
C[C@@H]1CC[C@]2(C(=O)O[C@@H]3O[C@H](CO)[C@@H](O)[C@H](O)[C@H]3O)CC[C@]3(C)C(=CCC4[C@@]5(C)C[C@@H](O)[C@H](O)C(C)(C)C5CC[C@]43C)C2[C@]1(C)O (some centres not stated)	1%[17.1 µM]	0	·	-6%[23.9 µM]	·	·	·
O=S(=O)(c1ccc2[nH]c3c(c2c1)CCCC3)N1CCN(c2cccc(C(F)(F)F)c2)CC1	·	11	?	-12%	·	·	·
CCOC(=O)C1CCCN(C(=O)c2ccc3nc(-c4ccncc4)oc3c2)C1 (configuration not stated)	-2%	3	-5%	7%	·	?	45µM*
Cn1c(=O)[nH]cc(CC(=O)N2CCCC(c3cccc(C(=O)O)c3)C2)c1=O (configuration not stated)	i	4	-6%	6%	-6%	4%	1%
COc1ccc(C(=O)Nc2ccc([C@H]3OCC(=O)N(Cc4nccn4C)[C@@H]3CO)cc2)cc1	2%	0	23%	8%	40µM*	-16%	-18%
O=C(NC1CCN(c2cc(-c3ccccc3)[nH]n2)CC1)c1cnccn1	-6%	25	26%	3%	1%	-5%	1%
O=C1NCCCCCN(C(=O)Cc2cccc(F)c2)[C@@H]2CCCC[C@H]12	i	-3	-2%	-2%	-8%	?	?
CC1(C)[C@H](Cc2cc(COc3ccccc3)on2)C[C@@H]1NC(=O)c1cccs1	-4%[88.5 µM]	8	-18%[87.6 µM]	?	-10%[172 µM]	40µM*	?
O=C(Nc1cccc(C(F)(F)F)c1)c1nc2c(o1)CCN(CC1CC1)CC2	-19%[88.5 µM]	-5	-17%[87.6 µM]	5%[87.6 µM]	-26%[172 µM]	?	?
O=C(COCc1cc(-c2cccs2)on1)NCc1ccc(F)cc1	·	0	-16%	6%	·	·	·
Fc1cccc(-c2cn[nH]c2C2CCNCC2)c1	-17%	-9	6%	-11%	0%	i	i
Cc1ccc(C)c(S(=O)(=O)c2nnn3c2nc(NCc2cccs2)c2sccc23)c1	·	15	?	-17%	·	·	·
CC(=O)NCCc1c[nH]c2ccc(O)cc12	3.2µM*	·	-8%	-1%	·	·	·
Cc1cc(=O)cc(C(=O)NC2CC(c3cc(=O)[nH]c(C4CC4)n3)C2)o1 (configuration not stated)	i	-1	2%	-11%	-1%	?	-29%
O=C(Nc1cccc(-c2ccc(N3CCOCC3)nn2)c1)Nc1ccc(F)cc1F	-19%	-13	8%	-7%	2µM*	?	?
Cc1cc(C)cc(-c2ccc(CN3CCCC(N[S+](=O)([O-])c4cccc(C(F)(F)F)c4)C3)cc2)c1 (configuration not stated)	-11%	-9	?	-12%	·	32µM*	?
Cc1ccc(NC(=O)Nc2nnc(SCC(=O)N3CCC(C)CC3)s2)cc1	·	-5	-6%	-8%	·	·	·
CC(C)(C)C(=O)N1CCn2c(nnc2-c2ccccc2)C1	i	6	14%[87.6 µM]	1%[87.6 µM]	-1%[172 µM]	-23%[138 µM]	-19%[172 µM]
COc1cccc(NC(=O)c2ccc3c(c2)NC(C)(COc2ccccc2)CO3)c1 (configuration not stated)	2%[88.5 µM]	22	-28%[87.6 µM]	?	-3%[172 µM]	40µM*	?
COc1cccc(C(=O)NC2=NC(c3ccc(N(C)C)cc3)CC(=O)N2)c1 (configuration not stated)	·	-2	-6%	-1%	·	·	·
CCN(CC)CC#CCOC(=O)C(O)(c1ccccc1)C1CCCCC1 (configuration not stated)	?	·	-24%&-8%	?	·	·	·
CCCCn1c(=O)n(Cc2ccccc2F)c(=O)c2[nH]c(Cc3ccc(NC(C)=O)cc3)nc21	i	13	-10%	-6%&5%	·	·	·
O=C(NCCc1ccncc1)C1CN(C(=O)c2ccc(F)cc2)CC12CCOCC2 (configuration not stated)	-12%	6	12%	1%	2%	i	-4%
O=C(C1=NO[C@@H]2CN(c3ccc(F)c(Cl)c3)C[C@H]12)N1CCOCC1	-6%[88.5 µM]	-11	-23%[87.6 µM]	3%[87.6 µM]	10%[172 µM]	-29%[138 µM]	?
COc1ccc(C2(C(=O)NC3CCc4n[nH]c(=O)n4CC3)CC2)cc1 (configuration not stated)	-9%	-14	?	4%	4%	-18%	5%
CNC(=O)[C@@H]1CN2CCN(C(=O)CC3CCCC3)C[C@@H]2[C@H]1c1ccccc1	·	-4	·	·	·	?	-21%
Cc1cc2nc3n(c(=O)c2n1CC(=O)Nc1ccccc1F)CCCC3	2%	-2	-6%	-8%	-5%	i	8%
O=C(NCCc1noc(C2CC2)n1)C1CCC1	-4%	-1	-7%	2%	6%	-5%	0%
COc1ccc(OC)c(NC(=O)Nc2c(C)n(C)n(-c3ccccc3)c2=O)c1	·	-3	1%	-7%	·	·	·
COc1ccc(NC(=O)CSc2nc(-c3ccco3)cc(C(F)(F)F)n2)c(OC)c1	·	-7	-18%	12%	·	·	·
O=C([C@H]1C[C@H](Oc2ccccc2)CN1C(=O)Cc1cccc(F)c1)N1CCOCC1	i	15	-2%	-11%	1%	i	-2%
CCOc1ccccc1NC(=O)N1CCc2nc(OCCOC)ccc2C1	4%	6	-21%	4%[12.5 µM]	-17%	-11%	?
COc1cccc2c1OCCCN(C(=O)C1COc3ccccc3C1)C2 (configuration not stated)	-6%[11.5 µM]	28	10%	8%	6%	0%	i
C=Cc1ccc(Cn2c(=O)c(-c3noc(C)n3)c3n(c2=O)CCCCC3)cc1	-4%	0	-11%	6%	4%	-22%	-23%
CC(C)Oc1ccccc1CN1CCC2(CC1)CC(O)CCO2 (configuration not stated)	1%	7	-4%	-13%	8%	-15%	4%
COc1ccc(Cl)cc1NC(=O)c1cnc2sc(N3CCOCC3)nn2c1=O	·	6	9%	0%	·	·	·

Part of the list above, with values under each structure.
Results follow in this order: GPT2 inh, IP6K1 inhibitor, SNCA expr inhib, HEK293 viab, FLuc inh, NIH3T3 tox, HEK293 tox
- CNC(=O)[C@@H]1CN2CCN(C(=O)CC3CCCC3)C[C@@H]2[C@H]1c1ccccc1
  ·, -4, ·, ·, ·, ?, -21%
- CC(C)Oc1ccccc1CN1CCC2(CC1)CC(O)CCO2 (configuration not stated)
  1%, 7, -4%, -13%, 8%, -15%, 4%
- CCOc1ccccc1NC(=O)N1CCc2nc(OCCOC)ccc2C1
  4%, 6, -21%, 4%[12.5 µM], -17%, -11%, ?

2 entries from above, with values under each structure:
Fields: GPT2 inh, IP6K1 inhibitor, SNCA expr inhib, HEK293 viab, FLuc inh, NIH3T3 tox, HEK293 tox
- Cc1cc2nc3n(c(=O)c2n1CC(=O)Nc1ccccc1F)CCCC3
 : 2%, -2, -6%, -8%, -5%, i, 8%
- O=C(NCCc1noc(C2CC2)n1)C1CCC1
 : -4%, -1, -7%, 2%, 6%, -5%, 0%

The list continues:
SMILES	GPT2 inh	IP6K1 inhibitor	SNCA expr inhib	HEK293 viab	FLuc inh	NIH3T3 tox	HEK293 tox
CCOCCCNC(=O)c1c[nH]c2ccc(S(=O)(=O)Nc3cccc(Cl)c3C)cc2c1=O	·	4	2%	-3%	·	·	·
CN1CCc2c([nH]c3ccccc23)C12CCN(C(=O)Cc1cccnc1)CC2	i	2	?	6%[12.5 µM]	-5%	-12%	-2%
CN(Cc1ccccc1)C(=O)c1cnc2c(c1)N(C(=O)CCc1ccccc1)CCC2	5%[88.5 µM]	9	-5%[87.6 µM]	9%[87.6 µM]	-14%[172 µM]	?	?
O=C(NCc1ccncc1)c1cc(C2CC2)nc2c1c(C1CCCN1)nn2-c1ccccc1 (configuration not stated)	1%	-7	?	-9%	·	20µM*	45µM*
COc1ccc(-c2noc(CSc3nc(C)cc(=O)[nH]3)n2)cc1OC	·	15	42%[activator]	1%	·	·	·
N#Cc1cccnc1N1CCC(NC(=O)c2ccc3cccc(F)c3n2)CC1	0%[11.5 µM]	20	17%	4%	8%	?	?
CC1=C(/C=C/C(C)=C/C=C/C(C)=C/C(=O)Nc2ccc(O)cc2)C(C)(C)CCC1	2%	-1	-19%	?	·	·	·
CC(C)=CCN1Cc2ccccc2NC(=O)C12CCNC2 (configuration not stated)	-4%[88.5 µM]	-21	-5%[87.6 µM]	-1%[87.6 µM]	·	0%[138 µM]	0%[172 µM]
Cc1cc(N2CCCCC2)nc2ccc(NC(=O)/C=C/c3ccccc3OC(C)C)cc12	·	-1	-14%	4%	·	·	·
CCOC(=O)c1[nH]c(C)c(CCC(=O)Nc2ccc(Br)c(C)c2)c1C	·	7	12%	11%	·	·	·
CN(Cc1ccsc1)Cc1cccc(C(F)(F)F)c1	3%[88.5 µM]	19	9%[87.6 µM]	-6%[87.6 µM]	·	-18%[138 µM]	-15%[172 µM]
CCc1ccc(CNC(=O)CN2C(=O)NC3(CCOCC3)C2=O)cc1	4%	-7	-2%	4%	1%	-4%	1%
COc1ccc(-c2ccc(C(=O)NC3CCCC3)c(Cl)c2)nn1	·	-3	·	·	·	?	?
CC[C@@]1(O)CCN(C(=O)c2cccc(OCc3cccc(F)c3)c2)C[C@H]1O	0%	10	96%[activator]	-9%	-19%	-3%	-12%
CCOc1ccc(NC(=O)Cn2c(=O)n(CC3CCCO3)c(=O)c3ccccc32)cc1 (configuration not stated)	·	-22	-29%	?	·	·	·
